MEX-5 binding: C. elegans MEX-5 TCR-2 RNA binding activity. MEX-5/FITC-TCR2 RNA binding, fluorescence polarization; stronger effect = lower value. actives 0.38% (n = 300,000). Q9XUB2. activity score (negative = inhibition of binding), % at 10 µM;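 active = inhibition past about -25% in most replicates, and total fluorescence under double the plate's negative control median, limit read from the data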;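 note: 0% = DMSO and -100% = 5 µM competing unlabeled TCR2 RNA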
Fam108B inh: Fam108B inhibition, counter-screen for RBBP9 inhibitors | inhibition, % at 9.51 µM | recombinant Fam108B, FP-Rh probe fluorescence polarization | actives 0.33% (n = 300,000);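 active = inhibition above the screen mean inhibition plus 3 SD, computed separately per campaign, cut at about 18% in these data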;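 note: inhibitors lower polarization as less probe binds the enzyme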
PAFAH1B2 FP inh: blocks human PAF acetylhydrolase 1b catalytic subunit 2; P68402; actives 1.2% (n = 340,000); inhibition, % at 3.39 µM; recombinant PAFAH1B2, FP-rhodamine activity probe, fluorescence polarization;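 active = inhibition above the mean of all tested compounds plus 3 SD, cut at about 24% in these data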;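 note: 0% = enzyme with DMSO and 100% = wells lacking PAFAH1B2; many of its hits are not listed in these tables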
Target sequence (P68402 whole entry, looked up): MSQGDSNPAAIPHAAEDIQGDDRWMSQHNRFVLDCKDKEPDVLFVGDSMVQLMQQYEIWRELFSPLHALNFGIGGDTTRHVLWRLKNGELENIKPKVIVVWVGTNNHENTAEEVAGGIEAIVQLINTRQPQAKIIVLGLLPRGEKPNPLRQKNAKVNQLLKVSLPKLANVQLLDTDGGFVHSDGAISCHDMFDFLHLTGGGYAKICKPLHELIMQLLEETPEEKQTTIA
pPAFAH FP inh: pPAFAH (human) enzyme inhibition. Q13093. recombinant pPAFAH, FP-rhodamine probe fluorescence polarization. inhibition, % at 3.39 µM. actives 1.5% (n = 330,000). AID 463082;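 active = inhibition above the mean inhibition across the screen plus 3 SD, cut at about 25% in these data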;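 note: inhibitors block binding of the rhodamine activity-based probe so polarization drops; 0% = enzyme with DMSO and 100% = wells lacking pPAFAH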
MCL1 BIM primary: disrupts human MCL1 binding to BIM-BH3 peptide | GST-MCL1 / FITC-Bim-BH3 fluorescence polarization | inhibition, % at 10.9 µM | actives 0.68% (n = 320,000) | AID 2057;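 active = inhibition above the mean inhibition of all tested compounds plus 3 SD, set per campaign, cut at about 40% in these data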;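 note: 0% = DMSO wells and 100% = unlabeled Bim-BH3 peptide control; higher means more loss of mP so more displacement of Bim peptide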
PME-1 inh: PME-1 (human) inhibition. recombinant PME-1, FP-Rh probe fluorescence polarization. inhibition, % at 5.9 µM. actives 0.53% (n = 320,000). AID 2130;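 active = inhibition above the campaign mean of all compounds plus 3 SD, cut at about 26% in these data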;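 note: competitive labeling of PME-1 active site by serine hydrolase directed probe; 0% = PME-1 with DMSO and 100% = wells lacking PME-1 enzyme; inhibitors block probe labeling so polarization falls and inhibition rises; many of its hits are not listed in these tables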
AHR activator: activates the human aryl hydrocarbon receptor. AHR-responsive luciferase reporter cells, luminescence. activation, % at 5 µM. actives 2.5% (n = 320,000). AID 2796; in the data active = activation above about 47%;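 note: 0% = vehicle wells and 100% = reference agonist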
Target sequence (P35869 whole entry, looked up): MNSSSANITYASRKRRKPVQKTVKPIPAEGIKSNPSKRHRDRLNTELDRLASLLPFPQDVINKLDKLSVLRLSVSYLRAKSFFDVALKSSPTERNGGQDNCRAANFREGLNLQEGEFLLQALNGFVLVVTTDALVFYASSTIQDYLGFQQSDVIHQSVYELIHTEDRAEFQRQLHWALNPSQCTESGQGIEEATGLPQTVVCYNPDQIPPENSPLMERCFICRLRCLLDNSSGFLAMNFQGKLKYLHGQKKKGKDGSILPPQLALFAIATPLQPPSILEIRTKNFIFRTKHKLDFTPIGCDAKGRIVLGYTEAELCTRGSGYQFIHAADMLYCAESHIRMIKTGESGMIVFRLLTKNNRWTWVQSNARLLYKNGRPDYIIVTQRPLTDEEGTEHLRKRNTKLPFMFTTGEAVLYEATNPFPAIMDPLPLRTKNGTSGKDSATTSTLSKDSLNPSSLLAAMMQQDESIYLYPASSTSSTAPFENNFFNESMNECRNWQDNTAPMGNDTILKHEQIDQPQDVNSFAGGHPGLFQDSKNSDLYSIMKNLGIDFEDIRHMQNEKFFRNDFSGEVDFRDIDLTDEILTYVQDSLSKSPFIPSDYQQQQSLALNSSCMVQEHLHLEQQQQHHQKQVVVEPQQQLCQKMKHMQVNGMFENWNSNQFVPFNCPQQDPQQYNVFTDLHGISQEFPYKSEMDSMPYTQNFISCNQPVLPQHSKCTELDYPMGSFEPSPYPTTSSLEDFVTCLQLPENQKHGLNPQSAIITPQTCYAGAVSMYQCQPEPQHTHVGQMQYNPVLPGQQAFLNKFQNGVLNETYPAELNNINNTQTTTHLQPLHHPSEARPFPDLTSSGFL
Bcl-xL primary: Bcl-xL (human) inhibition | Q07817 | actives 0.7% (n = 320,000) | inhibition, % at 10.9 µM | GST-Bcl-xL / FITC-Bim BH3 peptide fluorescence polarization;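 active = inhibition above the mean of all tested compounds plus 3 SD, cutoff set per campaign, cut at about 30% in these data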;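 note: 0% = DMSO wells and 100% = unlabeled Bim-BH3 peptide competitor; inhibitors lower millipolarization by displacing the labeled peptide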
GLD-1 TGE inh: GLD-1-TGE RNA interaction inhibition (C. elegans); inhibition, % at 5.96 µM; purified GLD-1 + fluorescein TGE RNA, fluorescence polarization; actives 0.44% (n = 320,000);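 active = percent inhibition above a per-plate cutoff, the plate mean of test compounds plus 3 SD, cut at about 30% in these data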;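 note: 0% = DMSO wells with GLD-1 and probe and 100% = wells lacking GLD-1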
The depositor's hits bear a star; & = joins results of further samples. An excerpt; the hit share may differ from the screen's.

CN(CC(=O)Nc1ccc(F)cc1Cl)Cc1cccs1 was read as MEX-5 binding -1.0, Fam108B inh -1, PAFAH1B2 FP inh 5, pPAFAH FP inh 6, MCL1 BIM primary -1, PME-1 inh -6, AHR activator 2, Bcl-xL primary 1 and GLD-1 TGE inh 2.
Screening Cc1oc(C(C)(C)C)cc1C(=O)Nc1cccc(C(=O)O)c1 returned MEX-5 binding 3.6, Fam108B inh 1, PAFAH1B2 FP inh 2, pPAFAH FP inh 14, MCL1 BIM primary 2, PME-1 inh -3, AHR activator 9, Bcl-xL primary 1 and GLD-1 TGE inh -2.
`Cn1c(N2CCOCC2)c(/C=N/O)c2ccccc21` gave MEX-5 binding -2.9, Fam108B inh -1, PAFAH1B2 FP inh 2, pPAFAH FP inh 3, MCL1 BIM primary 7, PME-1 inh -12, AHR activator 46, Bcl-xL primary 7 and GLD-1 TGE inh 6.
For Cc1cccc(C)c1NC(=O)NC1(C(=O)N2CCCCC2)CCCCC1 the results were MEX-5 binding -0.4, Fam108B inh -2, PAFAH1B2 FP inh 3, pPAFAH FP inh -3, MCL1 BIM primary 2, PME-1 inh 1, AHR activator 1, Bcl-xL primary 1 and GLD-1 TGE inh -2.
Screening COc1ccc(N=C2S/C(=C\c3ccc(C)o3)C(=O)N2CC(C)C)cc1 returned MEX-5 binding -2.0, Fam108B inh -6, PAFAH1B2 FP inh -2, pPAFAH FP inh 2, MCL1 BIM primary -2, PME-1 inh 5, AHR activator 3, Bcl-xL primary 1 and GLD-1 TGE inh -4.
`O=C(CSc1nc2[nH]ncc2c(=O)[nH]1)Nc1nccs1` gave MEX-5 binding -2.2, Fam108B inh 2, pPAFAH FP inh 4, MCL1 BIM primary 0, PME-1 inh -3, AHR activator 13, Bcl-xL primary -3 and GLD-1 TGE inh 2.
O=C(NCCc1ccccn1)c1cccc(S(=O)(=O)N2CCCCCC2)c1 was read as MEX-5 binding 0.4, Fam108B inh -5, PAFAH1B2 FP inh 1, pPAFAH FP inh 2, MCL1 BIM primary 0, PME-1 inh -4, AHR activator 1, Bcl-xL primary 2 and GLD-1 TGE inh -5.
Screening N#CC1(NC(=O)COC(=O)c2ncc(Cl)c(Cl)c2Cl)CCCCC1 returned MEX-5 binding -1.5, Fam108B inh 0, PAFAH1B2 FP inh -5, pPAFAH FP inh 16, MCL1 BIM primary 4, PME-1 inh -3, AHR activator 0, Bcl-xL primary 4 and GLD-1 TGE inh 3.
`C=CCNC(=S)Nc1nc2c(cc1C(=O)OCC)CCCC2` gave MEX-5 binding 2.6, Fam108B inh -6, PAFAH1B2 FP inh -4, pPAFAH FP inh 3, MCL1 BIM primary -3, PME-1 inh 3, AHR activator 43, Bcl-xL primary 1 and GLD-1 TGE inh 3.
`COc1ccc(S(=O)(=O)N(CC(=O)NCC2CCCO2)c2ccc(Cl)cc2)cc1` (configuration not stated) gave MEX-5 binding 0.6, Fam108B inh 1, PAFAH1B2 FP inh -3, pPAFAH FP inh -3, MCL1 BIM primary 3, PME-1 inh -7, AHR activator -3, Bcl-xL primary 3 and GLD-1 TGE inh 10.
Screening COc1ccc(C(=O)Nc2ccc3[nH]ncc3c2)cc1 returned MEX-5 binding -3.7, Fam108B inh -3, PAFAH1B2 FP inh 7, pPAFAH FP inh 3, MCL1 BIM primary 3, PME-1 inh 4, AHR activator 35, Bcl-xL primary 0 and GLD-1 TGE inh -1.
`CC(=O)N1CCN(c2ccc(NC(=S)NC(=O)c3ccccc3)cc2)CC1` gave MEX-5 binding 0.6, Fam108B inh 5, PAFAH1B2 FP inh 3, pPAFAH FP inh 15, MCL1 BIM primary 14, PME-1 inh 0, AHR activator 3, Bcl-xL primary 9 and GLD-1 TGE inh 3.
`Cc1nc2ccccc2cc1C(=O)N/N=C/c1cccc([N+](=O)[O-])c1` gave MEX-5 binding 0.9, Fam108B inh 0, PAFAH1B2 FP inh 2, pPAFAH FP inh 8, MCL1 BIM primary 8, PME-1 inh 1, AHR activator 3, Bcl-xL primary 6 and GLD-1 TGE inh 5.
O=C(NCCN1CCN(c2ccccc2)CC1)Nc1ccccc1Cl was read as MEX-5 binding -0.2, Fam108B inh 2, PAFAH1B2 FP inh 6, pPAFAH FP inh -1, MCL1 BIM primary 4, PME-1 inh 1, AHR activator 2, Bcl-xL primary 5 and GLD-1 TGE inh 0.
O=C(Nc1ccc2c(c1)OCO2)c1ccc2nc[nH]c2c1 was read as MEX-5 binding 1.0, Fam108B inh 3, PAFAH1B2 FP inh 4, pPAFAH FP inh 0, MCL1 BIM primary 8, PME-1 inh 0, AHR activator 62*, Bcl-xL primary 2 and GLD-1 TGE inh -9.
For CCCCn1c(N)c(N(CC(C)C)C(=O)C2=COCCO2)c(=O)[nH]c1=O the results were PAFAH1B2 FP inh 2, pPAFAH FP inh 7, MCL1 BIM primary -8, PME-1 inh -3, AHR activator -1, Bcl-xL primary -5 and GLD-1 TGE inh 13.
For CSc1nc2cc(Cl)ccc2s1 the results were Fam108B inh -1, PAFAH1B2 FP inh 0, pPAFAH FP inh 2, MCL1 BIM primary -2, PME-1 inh -11, AHR activator -2, Bcl-xL primary -2 and GLD-1 TGE inh 7.
`O=C(Oc1ccc(Cl)cc1)c1ccc2nccnc2c1` gave MEX-5 binding -1.6, Fam108B inh -4, PAFAH1B2 FP inh 8, pPAFAH FP inh -6, MCL1 BIM primary -4, PME-1 inh 4, AHR activator 2, Bcl-xL primary -2 and GLD-1 TGE inh -1.
`O=C(CN1CCN(Cc2ccccc2)CC1)Nc1ccccc1-c1ccccc1` gave MEX-5 binding -1.0, Fam108B inh 1, PAFAH1B2 FP inh 5, pPAFAH FP inh 11, MCL1 BIM primary 0, PME-1 inh 10, AHR activator 4, Bcl-xL primary 4 and GLD-1 TGE inh 0.
`CCNC(=S)N1CCc2cc(OC)c(OC)cc2C1COc1ccc(F)cc1` (configuration not stated) gave MEX-5 binding 1.5, Fam108B inh -3, PAFAH1B2 FP inh 6, pPAFAH FP inh -1, MCL1 BIM primary 1, PME-1 inh 6, AHR activator 1, Bcl-xL primary 3 and GLD-1 TGE inh -1.
For COc1cccc(/C=N/NC(=O)c2cc3cc([N+](=O)[O-])ccc3s2)c1O the results were MEX-5 binding -1.2, Fam108B inh 6, PAFAH1B2 FP inh 6, pPAFAH FP inh 22, MCL1 BIM primary 45*, PME-1 inh 20, AHR activator 3, Bcl-xL primary 10 and GLD-1 TGE inh 8.
For O=C(O)c1ccc(Cl)c(S(=O)(=O)NCC2CCCO2)c1 (configuration not stated) the results were MEX-5 binding 0.8, Fam108B inh -3, PAFAH1B2 FP inh -1, pPAFAH FP inh -1, MCL1 BIM primary 1, PME-1 inh -3, AHR activator -2, Bcl-xL primary 2 and GLD-1 TGE inh -5.
CC(/C=N/n1c(-c2ccc(Cl)cc2)n[nH]c1=S)=C\c1ccco1 was read as Fam108B inh 2, PAFAH1B2 FP inh 4, pPAFAH FP inh 24, MCL1 BIM primary 2, PME-1 inh 4, AHR activator 36, Bcl-xL primary -3 and GLD-1 TGE inh 4.
Screening COc1cc(C)c(Cl)c(C)c1S(=O)(=O)NC1CC(C)(C)NC(C)(C)C1 returned MEX-5 binding 1.6, Fam108B inh 6, PAFAH1B2 FP inh 5, pPAFAH FP inh 4, MCL1 BIM primary -8, PME-1 inh -6, AHR activator -2, Bcl-xL primary -3 and GLD-1 TGE inh 3.
`CC(=O)NC(C)(CC(=O)c1ccccc1)c1ccccc1` (configuration not stated) gave MEX-5 binding 2.1, Fam108B inh 0, PAFAH1B2 FP inh 5, pPAFAH FP inh 1, MCL1 BIM primary -7, PME-1 inh -2, AHR activator -1, Bcl-xL primary 2 and GLD-1 TGE inh 1.
Screening CC(=O)C1=C(O)C(=O)N(c2ccc(Br)cn2)C1c1ccc(F)cc1 (configuration not stated) returned MEX-5 binding -0.2, Fam108B inh 0, PAFAH1B2 FP inh 0, pPAFAH FP inh -2, MCL1 BIM primary -1, PME-1 inh 4, AHR activator -5, Bcl-xL primary 3 and GLD-1 TGE inh -2.
CCOC(=O)N1CCN(CCC(=O)Nc2cccc(Br)c2)CC1 was read as MEX-5 binding 0.6&0.1, Fam108B inh 2&-1, PAFAH1B2 FP inh 1&3, pPAFAH FP inh 1&5, MCL1 BIM primary 3&-5, PME-1 inh 0&6, AHR activator -1&1, Bcl-xL primary 6&0 and GLD-1 TGE inh 7&6.
`CC1CC(C)(C)NC(=S)N1CCCC(=O)Nc1ccc(Br)cc1` (configuration not stated) gave MEX-5 binding 3.2, Fam108B inh 0, PAFAH1B2 FP inh -1, pPAFAH FP inh -4, MCL1 BIM primary 6, PME-1 inh 6, AHR activator 4, Bcl-xL primary 4 and GLD-1 TGE inh -7.
`CCOc1ccc(/C=N/NC(=O)Nc2ccccc2)cc1` gave MEX-5 binding -0.1, Fam108B inh -2, PAFAH1B2 FP inh 2, pPAFAH FP inh 3, MCL1 BIM primary 1, PME-1 inh 3, AHR activator 61*, Bcl-xL primary 4 and GLD-1 TGE inh -1.
`Cc1cccc(C)c1N=Nc1c(C)cc(O)cc1C` gave MEX-5 binding -0.1, Fam108B inh 5, PAFAH1B2 FP inh 3, pPAFAH FP inh 16, MCL1 BIM primary -4, PME-1 inh 3, AHR activator 7, Bcl-xL primary 2 and GLD-1 TGE inh 1.
`O=[N+]([O-])c1cc(S(=O)(=O)Nc2cccc(Cl)c2)ccc1N=Nc1c(O)[nH]c2ccccc12` gave MEX-5 binding 1.3, Fam108B inh 9, PAFAH1B2 FP inh 8, pPAFAH FP inh 7, MCL1 BIM primary 2, PME-1 inh 8, AHR activator 3, Bcl-xL primary 4 and GLD-1 TGE inh 0.
For CCOC(=O)c1ccc(NC(=O)COC)cc1 the results were MEX-5 binding -1.4, Fam108B inh -1, PAFAH1B2 FP inh 4, pPAFAH FP inh -1, MCL1 BIM primary 4, PME-1 inh -5, AHR activator 1, Bcl-xL primary 1 and GLD-1 TGE inh 2.
Cc1cccc(NC(=S)NCc2ccco2)c1C was read as MEX-5 binding 1.5, Fam108B inh 2, PAFAH1B2 FP inh 5, pPAFAH FP inh 0, MCL1 BIM primary 16, PME-1 inh 0, AHR activator -4, Bcl-xL primary 3 and GLD-1 TGE inh 4.
O=C(N=c1ccn(-c2nc3ccccc3nc2NS(=O)(=O)c2ccc(Cl)cc2)cc1)c1ccccc1Cl was read as MEX-5 binding -6.3, Fam108B inh -8, pPAFAH FP inh -1, MCL1 BIM primary 10, PME-1 inh 2, AHR activator 1, Bcl-xL primary 11 and GLD-1 TGE inh 6.
For Cc1nc2c3cc(Cl)ccc3n(CCN3CCCCC3)c2s1 the results were MEX-5 binding 3.8, Fam108B inh 3, PAFAH1B2 FP inh 8, pPAFAH FP inh 2, MCL1 BIM primary 9, PME-1 inh 6, AHR activator 4, Bcl-xL primary 7 and GLD-1 TGE inh -8.
COc1ccc(CN(C(=O)c2ccccc2Br)C2CCS(=O)(=O)C2)cc1 (configuration not stated) was read as MEX-5 binding 2.6, Fam108B inh -4, PAFAH1B2 FP inh 4, pPAFAH FP inh 0, MCL1 BIM primary -2, PME-1 inh -2, AHR activator 1, Bcl-xL primary 4 and GLD-1 TGE inh 5.

Assay outcomes (PubChem BioAssay)
